TcdB GH inh = inhibitors of Clostridioides difficile toxin B glycohydrolase; P18177; TcdB glycohydrolase enzymatic assay, plate reader; inhibition, % at 9.99 µM; 0.24% of 350,000 active; in the data active means inhibition above about 10%
Starred values were filed as active, the others as inactive.

The first 3 entries, ahead of the listing:
SMILES | TcdB GH inh
COc1ccc2c3c([nH]c2c1)[C@@H](CO)N(C(=O)Nc1ccc(F)cc1)CC31CN(S(=O)(=O)c2cccc(F)c2)C1 | -7.0
CNC[C@@H]1Oc2ccc(NC(=O)Nc3c(C)noc3C)cc2C(=O)N([C@@H](C)CO)C[C@H]1C | 0.6
O=C(N[C@@H]1C=C[C@@H](CC(=O)N2CCOCC2)O[C@@H]1CO)c1ccc2c(c1)OCO2 | 0.4

This part in full, repeating the preview:
SMILES | TcdB GH inh
COc1ccc2c3c([nH]c2c1)[C@@H](CO)N(C(=O)Nc1ccc(F)cc1)CC31CN(S(=O)(=O)c2cccc(F)c2)C1 | -7.0
CNC[C@@H]1Oc2ccc(NC(=O)Nc3c(C)noc3C)cc2C(=O)N([C@@H](C)CO)C[C@H]1C | 0.6
O=C(N[C@@H]1C=C[C@@H](CC(=O)N2CCOCC2)O[C@@H]1CO)c1ccc2c(c1)OCO2 | 0.4
CC(=O)N(C)C[C@H]1Oc2ncc(C#CCC3CCCC3)cc2C(=O)N([C@@H](C)CO)C[C@H]1C | 0.1
C/C=C/c1ccccc1[C@@H]1[C@@H](CO)N(S(=O)(=O)c2cccc(F)c2)[C@H]1C#N | -0.6
CC(C)NC(=O)N(C)C[C@@H]1Oc2ccc(NC(=O)Nc3cccc4ccccc34)cc2CC(=O)N([C@@H](C)CO)C[C@@H]1C | 1.0
COCCNC(=O)C[C@H]1C[C@@H]2c3cc(NC(=O)COC)ccc3O[C@@H]2[C@H](CO)O1 | 0.3
C[C@@H]1CN([C@@H](C)CO)C(=O)c2cc(N(C)C)ccc2O[C@@H](C)CCCCO[C@H]1CN(C)S(=O)(=O)c1ccc(F)cc1 | 0.5
COc1ccc(S(=O)(=O)Nc2ccc3c(c2)C(=O)N([C@H](C)CO)C[C@@H](C)[C@@H](CN(C)C(=O)NC(C)C)OCCCC[C@H](C)O3)cc1 | 0.8
O=C(C1CCCCC1)N1C[C@@H]2[C@H](c3ccccc31)[C@H](CO)N2C(=O)Cc1ccccn1 | -0.7
C[C@H](CO)N1C[C@H](C)[C@H](CN(C)S(C)(=O)=O)Oc2cc(C#CC3CC3)ccc2S1(=O)=O | -1.3
C[C@H]1ON(c2ccc(C(=O)OC(C)(C)C)cc2)[C@@H](c2ccc(O)cc2)[C@@H]1C(=O)N1C(=O)OC[C@@H]1c1ccccc1 | -1.1
C[C@H](O)C#Cc1cnc2c(c1)C(=O)N([C@@H](C)CO)C[C@@H](C)[C@@H](CN(C)C(=O)CC1CC1)O2 | 1.3
C[C@@H]1CCCCO[C@H](CN(C)Cc2ccc3c(c2)OCO3)[C@@H](C)CN([C@H](C)CO)C(=O)c2cc(NC(=O)Nc3ccc(F)cc3)ccc2O1 | 0.2
CCCNC(=O)N1C[C@@H](C)[C@@H](OC)CN(C)C(=O)c2cc(NS(=O)(=O)CC)ccc2OC[C@@H]1C | 1.7
O=C(NCCN1CCCC1)[C@H]1[C@H](CO)[C@H]2Cn3c(cccc3=O)[C@@H]1N2C(=O)NC1CCCC1 | -9.3
O=C(C[C@H]1C[C@@H]2c3cc(NC(=O)NC4CCCC4)ccc3O[C@@H]2[C@@H](CO)O1)NCCN1CCCCC1 | 0.9
COc1ccc2c3c(n(C)c2c1)[C@@H](CO)N(C(=O)c1ccccn1)CC31CN(C)C1 | -0.2
COCC(=O)N(C)C[C@@H]1Oc2ncc(C#Cc3cccnc3)cc2C(=O)N([C@H](C)CO)C[C@H]1C | -4.9
CNC[C@H]1Oc2ccc(NS(C)(=O)=O)cc2CC(=O)N([C@@H](C)CO)C[C@H]1C | -0.2

6 of these compounds in another layout:
Molecule,TcdB GH inh
C[C@@H]1CCCCO[C@H](CN(C)Cc2ccc3c(c2)OCO3)[C@@H](C)CN([C@H](C)CO)C(=O)c2cc(NC(=O)Nc3ccc(F)cc3)ccc2O1,0.2
CCCNC(=O)N1C[C@@H](C)[C@@H](OC)CN(C)C(=O)c2cc(NS(=O)(=O)CC)ccc2OC[C@@H]1C,1.7
O=C(NCCN1CCCC1)[C@H]1[C@H](CO)[C@H]2Cn3c(cccc3=O)[C@@H]1N2C(=O)NC1CCCC1,-9.3
O=C(C[C@H]1C[C@@H]2c3cc(NC(=O)NC4CCCC4)ccc3O[C@@H]2[C@@H](CO)O1)NCCN1CCCCC1,0.9
COc1ccc2c3c(n(C)c2c1)[C@@H](CO)N(C(=O)c1ccccn1)CC31CN(C)C1,-0.2
COCC(=O)N(C)C[C@@H]1Oc2ncc(C#Cc3cccnc3)cc2C(=O)N([C@H](C)CO)C[C@H]1C,-4.9

Next part.
SMILES | TcdB GH inh
COc1ccc(-c2cnc3c(c2)C(=O)N([C@@H](C)CO)C[C@@H](C)[C@H](CN(C)C(=O)C2CCCCC2)O3)cc1 | 0.8
O=C(C[C@@H]1C[C@@H]2c3cc(NC(=O)NC4CCCC4)ccc3O[C@@H]2[C@@H](CO)O1)NCc1ccccc1F | -0.6
COc1cccc(NC(=O)N[C@@H]2C=C[C@@H](CC(=O)Nc3ccccc3)O[C@@H]2CO)c1 | -0.6
Cc1cc(C(=O)Nc2cccc3c2O[C@H](CN(C)CC2CCCCC2)[C@H](C)CN([C@H](C)CO)C3=O)n(C)n1 | -0.2
Cc1ccc(S(=O)(=O)N(C)C[C@@H]2Oc3c(NS(=O)(=O)c4ccc(Cl)cc4)cccc3C(=O)N([C@H](C)CO)C[C@H]2C)cc1 | 0.1
CCC(=O)N1C[C@H](C)[C@H](OC)CN(C)C(=O)c2cc(NS(C)(=O)=O)ccc2OC[C@@H]1C | 1.9
C[C@@H]1CN([C@@H](C)CO)C(=O)c2cccc(NC(=O)Nc3ccc(C(F)(F)F)cc3)c2O[C@H]1CN(C)Cc1ccccc1 | -0.6
C[C@H]1CN([C@@H](C)CO)C(=O)c2cc(NC(=O)Cc3ccccc3)ccc2O[C@@H]1CN(C)S(=O)(=O)c1ccccc1 | -0.1
COc1ccc(S(=O)(=O)N(C)C[C@H]2Oc3ccc(NC(=O)Nc4ccc(C(F)(F)F)cc4)cc3CC(=O)N([C@@H](C)CO)C[C@@H]2C)cc1 | 0.0
C[C@@H]1CCCCO[C@@H](CN(C)Cc2ccncc2)[C@@H](C)CN([C@@H](C)CO)C(=O)c2cc(NC(=O)Nc3ccc4c(c3)OCO4)ccc2O1 | -0.8
CN1C(=O)CS(=O)(=O)C1c1ccccc1 (stereo not given) | 0.9
O=C(NC1CCC1)[C@H]1[C@H](CO)[C@H]2Cn3c(ccc(C4=CCCC4)c3=O)[C@@H]1N2C(=O)c1ccccc1 | -1.3
COc1ccc(CN(C)C[C@H]2Oc3c(NS(=O)(=O)c4ccccc4)cccc3C(=O)N([C@H](C)CO)C[C@@H]2C)cc1 | -2.1
O=[N+]([O-])c1ccccc1S(=O)(=O)N1CCN(Cc2ccc(OCCO)cc2)CC1 | 2.0
C[C@H]1CN([C@@H](C)CO)C(=O)c2cc(C#Cc3ccncc3)cnc2O[C@H]1CN(C)C(=O)c1ccccc1F | -0.3
C[C@@H]1CCCCO[C@@H](CN(C)Cc2ccccc2)[C@H](C)CN([C@@H](C)CO)C(=O)c2cc(NC(=O)Nc3ccccc3)ccc2O1 | 2.0
COc1ccc(-c2cnc3c(c2)C(=O)N([C@H](C)CO)C[C@H](C)[C@@H](CN(C)C(=O)Cc2ccccn2)O3)cc1 | 0.2
C[C@@H]1CN([C@@H](C)CO)C(=O)c2cc(NC(=O)Nc3ccc(F)cc3)ccc2O[C@H]1CN(C)C(=O)Nc1ccc2c(c1)OCO2 | 0.1
CS(=O)(=O)Nc1ccc2c(c1)[C@@H]1C[C@@H](CC(=O)NCc3ccc(Cl)cc3)O[C@@H](CO)[C@@H]1O2 | -0.1
COc1ccc(S(=O)(=O)Nc2ccc3c(c2)CC(=O)N([C@@H](C)CO)C[C@@H](C)[C@@H](CN(C)S(=O)(=O)c2ccc(C)cc2)O3)cc1 | -0.8
CO[C@H]1CN(C)C(=O)c2cc(NC(=O)C3CCCCC3)ccc2OC[C@@H](C)N(Cc2cccnc2)C[C@@H]1C | -0.9
C/C=C/c1ccc([C@H]2[C@@H](C#N)N(C(=O)Cc3ccccn3)[C@@H]2CO)cc1 | 0.1
O=C(Nc1ccc2c(c1)OCO2)N[C@@H]1CC[C@@H](CCNC(=O)C2CCCC2)O[C@H]1CO | -17
COc1ccccc1NC(=O)N[C@@H]1C=C[C@H](CC(=O)NCc2ccc(Cl)c(Cl)c2)O[C@H]1CO | 0.3
COC(=O)C[C@H]1C=C[C@@H](NC(=O)Nc2ccc(C(F)(F)F)cc2)[C@@H](CO)O1 | -0.3
CN1CCN(C(=O)C[C@@H]2C[C@@H]3c4cc(NC(=O)c5ccc6c(c5)OCO6)ccc4O[C@@H]3[C@H](CO)O2)CC1 | 2.4
COc1cccc(-c2ccc(CC[C@H]3O[C@H]4CC[C@@H](CO)O[C@H]4C[C@@H]3NS(C)(=O)=O)cc2)c1 | -0.5
O=C(C1CCOCC1)N1C[C@@H]2[C@H](c3ccccc31)[C@H](CO)N2Cc1ccc(Cl)cc1 | 0.2
Cc1noc(C)c1NC(=O)Nc1ccc2c(c1)CC(=O)N([C@@H](C)CO)C[C@@H](C)[C@@H](CN(C)S(=O)(=O)c1ccc(Cl)cc1)O2 | 0.6
O=C(C[C@H]1CC[C@@H](NC(=O)c2ccc(F)cc2)[C@H](CO)O1)NCCc1ccccc1 | 1.0
O=S(=O)(c1ccccc1)N1CC2(C1)[C@@H](c1ccccc1)[C@H](CO)N2CC1CC1 | 1.6
Cc1ccc(S(=O)(=O)N(C)C[C@H]2Oc3c(NS(=O)(=O)c4ccccc4)cccc3C(=O)N([C@@H](C)CO)C[C@H]2C)cc1 | 0.2
Cc1cc(C(=O)Nc2cccc3c2O[C@H](CN(C)Cc2ccc(C(F)(F)F)cc2)[C@@H](C)CN([C@H](C)CO)C3=O)n(C)n1 | -4.2
C[C@@H]1CN([C@@H](C)CO)C(=O)Cc2cc(NC(=O)Cc3ccccc3)ccc2O[C@H]1CN(C)C | -0.3
C[C@H](CO)N1C[C@H](C)[C@@H](CN(C)Cc2ccc(C(=O)Nc3ccccc3N)cc2)Oc2c(NC(=O)Nc3ccccc3)cccc2C1=O | -0.9
CCCC#Cc1ccc([C@@H]2[C@@H](C#N)N(S(=O)(=O)c3cccc(F)c3)[C@H]2CO)cc1 | 0.0
C[C@H]1CN([C@@H](C)CO)S(=O)(=O)c2ccc(-c3ccncc3)cc2O[C@@H]1CN(C)S(=O)(=O)c1ccccc1F | 0.5
CN1CCN(C(=O)C[C@@H]2CC[C@H]3[C@@H](COC[C@H](O)CN3C(=O)C3CC3)O2)CC1 | 1.5
C[C@@H]1CCCCO[C@@H](CN(C)S(=O)(=O)c2ccc(Cl)cc2)[C@@H](C)CN([C@H](C)CO)C(=O)c2cc(NC(=O)CCC(F)(F)F)ccc2O1 | 0.5
C[C@@H]1CCCCO[C@@H](CN(C)C(=O)NC2CCCCC2)[C@@H](C)CN([C@@H](C)CO)C(=O)c2cc(NC(=O)NC3CCCCC3)ccc2O1 | 0.2
OC[C@H]1[C@@H](c2ccc(C#Cc3ccccc3F)cc2)[C@H]2CN(CC3CCOCC3)CCCCN21 | 0.1
CCNC(=O)Nc1ccc2c(c1)C(=O)N(C)[C@H]1CC[C@@H](CC(=O)NCCOC)O[C@H]1CO2 | 1.3
O=C(c1cccnc1)N1C[C@@H]2[C@H](c3ccccc31)[C@H](CO)N2CC1CCCCC1 | -3.5
Cc1ccc(S(=O)(=O)N(C)C[C@@H]2Oc3c(cccc3N(C)C)C(=O)N([C@H](C)CO)C[C@@H]2C)cc1 | 0.0
C[C@@H]1CN([C@H](C)CO)C(=O)Cc2cc(NC(=O)c3ccncc3)ccc2O[C@@H]1CN(C)C(=O)Nc1ccc(F)cc1 | 0.3
Cc1noc(C)c1NC(=O)Nc1ccc2c(c1)C(=O)N([C@@H](C)CO)C[C@@H](C)[C@@H](CN(C)C(=O)Nc1c(C)noc1C)O2 | 0.9
COC(=O)C[C@H]1CC[C@@H](NC(=O)Nc2ccc(C(F)(F)F)cc2)[C@H](CO)O1 | 1.8
CO[C@H]1CN(C)C(=O)c2cc(NC(=O)NC(C)C)ccc2OC[C@@H](C)N(C(=O)NC(C)C)C[C@@H]1C | 0.1
CO[C@H]1CN(C)C(=O)c2cc(NC(=O)Nc3cc(F)ccc3F)ccc2OC[C@H](C)N(C(=O)c2ccccn2)C[C@H]1C | -0.6
CO[C@@H]1CN(C)C(=O)c2cc(NS(=O)(=O)CC(F)(F)F)ccc2OC[C@H](C)NC[C@@H]1C | -1.1

(more compounds)
SMILES | TcdB GH inh
C[C@@H]1CN([C@H](C)CO)C(=O)c2cc(NC(=O)CCCCCC(=O)Nc3ccccc3N)ccc2O[C@@H]1CN(C)Cc1ccccc1 | 0.0
CO[C@@H]1CN(C)C(=O)c2ccc(NC(C)=O)cc2OC[C@H](C)N(Cc2ccncc2)C[C@@H]1C | -0.8
O=C(Nc1ccc(F)cc1)N1CC(=O)N2[C@@H](CO)[C@@H](c3ccc(-c4ccc(F)cc4)cc3)[C@@H]2C1 | 0.6
CC(C)NC(=O)Nc1ccc2c(c1)C(=O)N([C@@H](C)CO)C[C@@H](C)[C@H](CN(C)C(=O)Nc1ccc3c(c1)OCO3)OCCCC[C@@H](C)O2 | -0.6
CCCNC(=O)N[C@H]1CC[C@@H](CCn2cc(C3CC3)nn2)O[C@H]1CO | -0.7
O=C(O)[C@H]1[C@H](CO)[C@H]2Cn3c(ccc(-c4cccnc4)c3=O)[C@@H]1N2S(=O)(=O)c1ccccc1F | 0.9
C[C@H]1CN([C@@H](C)CO)C(=O)c2cccc(NC(=O)c3ccncc3)c2O[C@@H]1CN(C)S(=O)(=O)c1ccc(Cl)cc1 | 0.8
COc1ccccc1-c1cnc2c(c1)C(=O)N([C@H](C)CO)C[C@H](C)[C@@H](CN(C)C(C)=O)O2 | -0.2
C[C@H]1CN([C@@H](C)CO)S(=O)(=O)c2ccc(C#Cc3cccnc3)cc2O[C@@H]1CN(C)C(=O)CN(C)C | 0.0
COc1ccc(NC(=O)N(C)C[C@H]2Oc3ccc(NC(=O)CCC(F)(F)F)cc3CC(=O)N([C@H](C)CO)C[C@@H]2C)cc1 | 0.6

Some of the compounds tested; the hit share may differ from the screen's.
